High-throughput results deposited in PubChem BioAssay by several laboratories.
ABCB6 inh 2 = inhibitors of human ABC transporter ABCB6; fluorescence ratio to DMSO, % at 10 µM; hit rate 0.19% among 360,000; Q9NP58; K562-ABCB6 porphyrin accumulation, flow cytometry, 1 h; stronger effect = lower value;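 active means fluorescence ratio to DMSO below 75%, the collection mean minus 3 SD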;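 further: signal is porphyrin accumulated inside mitochondria; 100% equals median channel fluorescence of DMSO control wells; lower ratio means ABCB6 inhibition with less porphyrin fluorescence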
Target sequence (Q9NP58 whole entry, looked up): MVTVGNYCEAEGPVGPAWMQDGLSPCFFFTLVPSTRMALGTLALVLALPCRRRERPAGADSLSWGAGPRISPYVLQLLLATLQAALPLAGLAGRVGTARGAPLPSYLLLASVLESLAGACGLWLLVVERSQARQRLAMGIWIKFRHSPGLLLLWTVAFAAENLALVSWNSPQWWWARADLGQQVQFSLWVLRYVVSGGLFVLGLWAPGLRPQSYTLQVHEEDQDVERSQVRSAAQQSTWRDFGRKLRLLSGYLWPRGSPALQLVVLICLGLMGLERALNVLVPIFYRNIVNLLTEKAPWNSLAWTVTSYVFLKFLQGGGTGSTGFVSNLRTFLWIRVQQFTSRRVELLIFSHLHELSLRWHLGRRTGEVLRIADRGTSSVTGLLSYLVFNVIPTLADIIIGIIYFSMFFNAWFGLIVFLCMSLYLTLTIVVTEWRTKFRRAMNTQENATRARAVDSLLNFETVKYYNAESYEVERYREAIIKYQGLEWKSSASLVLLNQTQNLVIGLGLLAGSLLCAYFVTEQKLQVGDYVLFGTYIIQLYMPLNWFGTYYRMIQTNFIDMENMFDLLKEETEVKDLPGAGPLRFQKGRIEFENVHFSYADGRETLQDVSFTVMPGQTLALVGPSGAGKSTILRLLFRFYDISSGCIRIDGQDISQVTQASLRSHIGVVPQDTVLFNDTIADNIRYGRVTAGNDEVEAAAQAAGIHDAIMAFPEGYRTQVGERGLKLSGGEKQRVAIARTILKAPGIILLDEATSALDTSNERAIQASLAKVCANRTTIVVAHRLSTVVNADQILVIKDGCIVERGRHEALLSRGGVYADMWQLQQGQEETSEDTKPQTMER
Glyco luc inh = N-linked glycosylation inhibition | hit rate 0.23% among 360,000 | D54 ERlucT glycosylation luciferase reporter, 24 h; percent of 100 nM tunicamycin response | AID 588692 | reporter increase, % at 12.5 µM;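 active means mean luciferase reporter signal, scaled so untreated is 0 and the glycosylation-blocking control 100, at or above a set limit in every replicate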;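 further: luciferase carries N-glycosylation sites so blocking glycosylation raises the light; 0% = median of neutral control wells and 100% = median of 100 nM tunicamycin wells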
PDI turbidity = PDI (human) enzyme inhibition | P07237 | PDI insulin aggregation turbidity, A650, 90 min | inhibition, % at 10 µM | hit rate 0.052% among 350,000 | AID 588391;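 active means mean inhibition across replicates of 30% or more, whatever share of single replicates reach that level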;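 further: absorbance from insulin aggregation driven by PDI reduction with DTT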
Granule exo inh = lytic granule exocytosis inhibition; TALL-104 LAMP-1 surface exposure, flow cytometry; cells stimulated with thapsigargin and PMA; inhibition, % at 10 µM; hit rate 0.66% among 360,000;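 active means inhibition above about 55%, limit read from the data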
Vif inh = blocks HIV Vif function | HEK293T cells, Vif self-association by quenched fluorescence, imaging, 24 h | inhibition, % at 7.49 µM | hit rate 0.35% among 340,000 | AID 602346; in the data active means inhibition above about 50%, passing the limit was not always enough; further: some results filed as inactive read as strong as hits
CaV13 FRET inh = Primary screen for inhibitors of IQ motif and Ca2+-dependent inactivation inhibitor domain binding in CACNA1D, Förster resonance energy transfer in living cells, …. hit rate 0.098% among 340,000. AID 743397. HEK cells, CFP/YFP FRET ICDI-IQ, plate reader, 10 min; percent FRET-ratio fall versus neutral wells. inhibition, % at 12.3 µM;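 active means mean replicate inhibition of at least 30% and at least 1% of replicates passing that level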;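 further: 0% = median of the neutral control wells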
iPSC survival up = hiPSC single-cell survival enhancement. survival enhancement, % at 20 µM. ATPlite luminescence; 100% = ROCK inhibitor wells, 0% = DMSO. hit rate 0.044% among 360,000; in the data active means survival enhancement above about 18%;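 further: cells exposed to compounds for 16 hours before the ATP read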
H9c2 protect = protects H9c2 cardiomyocytes from peroxide injury | H2O2 injury protection, ATPLite, 2 h | protection from H2O2 cell death, % at 20 µM | hit rate 0.63% among 360,000;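 active means compounds giving at least 50% protection of heart cells from peroxide-induced death in the single-dose screen, raw or plate-pattern-corrected value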;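 further: 0% = DMSO wells with peroxide and 100% = DMSO wells without peroxide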
aDG glyco act = increases alpha dystroglycan glycosylation; activation, % at 10 µM; AID 624168; Pro5-aDG cells, alpha-DG glycosylation AlphaScreen (IIH6); 0% Pro5, 100% B10-LARGE cell signal; hit rate 0.22% among 360,000;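 active means activation of at least 8% versus controls, or a plate z-score of at least 8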;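 further: Pro5 are CHO cells carrying HIG-tagged alpha-DG that lacks glycosylation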
m5-HT2A agonist = mouse HTR2A agonism via beta-arrestin recruitment; P35363; CHO-K1 mHTR2A beta-arrestin complementation, luminescence; percent of 30 µM serotonin response; activation, % at 7.6 µM; hit rate 0.66% among 360,000; AID 624169;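 active means activation above a run cutoff, the mean activation of all tested compounds plus 3 SD, cut at about 14% in these data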;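 further: 0% = plate median of compound wells and 100% = 30 µM serotonin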
* = called active by the depositor; / = no result given. Rows are unselected. About 3.1% of those tested had a hit in this group.

The opening four entries as a preview:
No.	Structure	ABCB6 inh 2	Glyco luc inh	PDI turbidity	Granule exo inh	Vif inh
1	CCn1c(SCC(=O)Nc2ccc(Br)cn2)nnc1C1CC1	101	1	0	-1	6
2	Cc1cccc(NC(=S)NC2CCN(Cc3ccccc3)CC2)c1C	95	-2	-7	1	-2
3	N#Cc1ccccc1OCC(=O)N1CCN(C(=O)c2ccco2)CC1	100	2	6	-2	-1
4	Cc1ccc(S(=O)(=O)N2[C@@H](c3ccc(Cl)cc3)C(C(=O)O)=CC[C@H]2c2cccc(Cl)c2)cc1	94	0	-8	-5	11

No.	CaV13 FRET inh	iPSC survival up	H9c2 protect	aDG glyco act	m5-HT2A agonist
1	/	-0.4	3	-0.1	-4
2	-3	-1.1	-8	0.7	-5
3	-3	-0.4	4	-0.1	-1
4	-5	0.1	3	-0.1	7

The list itself, from the first entry:
No.	Structure	ABCB6 inh 2	Glyco luc inh	PDI turbidity	Granule exo inh	Vif inh
1	CCn1c(SCC(=O)Nc2ccc(Br)cn2)nnc1C1CC1	101	1	0	-1	6
2	Cc1cccc(NC(=S)NC2CCN(Cc3ccccc3)CC2)c1C	95	-2	-7	1	-2
3	N#Cc1ccccc1OCC(=O)N1CCN(C(=O)c2ccco2)CC1	100	2	6	-2	-1
4	Cc1ccc(S(=O)(=O)N2[C@@H](c3ccc(Cl)cc3)C(C(=O)O)=CC[C@H]2c2cccc(Cl)c2)cc1	94	0	-8	-5	11
5	CC(=O)c1c(C)n(-c2ccc(C)cc2C)c2ccc(O)cc12	92	-9	-8	-3	-11
6	Cc1c(NC(=S)/C=C2\N(C)c3ccccc3C2(C)C)c(=O)n(-c2ccccc2)n1C	208	-1	1	13	2
7	O=C(COC(=O)c1ccc(Cl)nc1)Nc1cc(S(=O)(=O)N2CCCCC2)ccc1Cl	99	2	-2	1	-13
8	CC(=O)c1cccc(N(CC(=O)N2CCCCC2)S(C)(=O)=O)c1	84	3	0	-1	11

No.	CaV13 FRET inh	iPSC survival up	H9c2 protect	aDG glyco act	m5-HT2A agonist
1	/	-0.4	3	-0.1	-4
2	-3	-1.1	-8	0.7	-5
3	-3	-0.4	4	-0.1	-1
4	-5	0.1	3	-0.1	7
5	-4	-0.3	8	0.1	-4
6	-9	-0.8	-7	0.4	7
7	-5	0.0	-9	-0.3	-3
8	-10	-0.1	3	-0.3	10

Just m5-HT2A agonist, CaV13 FRET inh and Granule exo inh, for some of the entries so far:
nr | compound | m5-HT2A agonist | CaV13 FRET inh | Granule exo inh
5 | CC(=O)c1c(C)n(-c2ccc(C)cc2C)c2ccc(O)cc12 | -4 | -4 | -3
6 | Cc1c(NC(=S)/C=C2\N(C)c3ccccc3C2(C)C)c(=O)n(-c2ccccc2)n1C | 7 | -9 | 13
7 | O=C(COC(=O)c1ccc(Cl)nc1)Nc1cc(S(=O)(=O)N2CCCCC2)ccc1Cl | -3 | -5 | 1

(list continues)
No.	Structure	ABCB6 inh 2	Glyco luc inh	PDI turbidity	Granule exo inh	Vif inh
9	Cc1ccc(C)c(C(=O)CN2C(=O)NC3(CCC(C)CC3)C2=O)c1 (stereo not given)	95	0	-5	4	1
10	O=C(O)c1cccc(-c2noc(-c3cccc(Cl)c3)n2)c1	104	-12	-2	6	-2
11	CC(C)Cn1nc(NS(=O)(=O)c2ccccc2)c2cc3ccccc3nc21	91	-1	-6	-2	-7
12	Nc1nc(NCc2c(F)cccc2Cl)nn1-c1ccccc1	146	1	-13	-1	4
13	CN1CCC(=NNC(=O)CN(c2cccc(Cl)c2)S(C)(=O)=O)CC1	97	2	-7	-4	-2
14	COc1ccccc1N1CCN(CC(O)c2ccc3cc[nH]c3c2)CC1 (stereo not given)	83	-2	/	0	3
15	CCn1c2ccccc2c2cc(NC(=O)COc3ccccc3OC)ccc21	93	16	-8	2	1
16	COc1ccc(C(=O)NCC[N+](C)(C)C)cc1	98	/	/	21	/

No.	CaV13 FRET inh	iPSC survival up	H9c2 protect	aDG glyco act	m5-HT2A agonist
9	-1	0.1	2	-0.4	-2
10	-6	-3.4	-14	-0.1	3
11	-6	2.9	2	-0.1	6
12	-5	-3.2	-4	-0.2	1
13	-16	-1.6	0	-0.3	0
14	-7	1.6	3	0.2	-2
15	-7	2.2	0	0.2	0
16	-6	-0.3	/	0.0	2

(further entries)
No.	Structure	ABCB6 inh 2	Glyco luc inh	PDI turbidity	Granule exo inh	Vif inh
17	O=C(NCC1CCOCC1)C1Cc2c(-c3ccccc3Oc3ccccc3)ccnc2O1 (stereo not given)	96	1	14	-2	-6
18	COc1cc(CN2CCC(Oc3cc(C(=O)NC4CC4)ccc3OC)CC2)cc(OC)c1	94	1	10	-18	-5
19	O=C(NNC(=O)c1cccs1)c1ccc2ccccc2c1	97	4	-3	-6	-5
20	CC(C)NS(=O)(=O)c1ccc(NC(=O)C(C)OC(=O)CCC2CCCCC2)cc1 (stereo not given)	95	-2	-1	23	0
21	CC(=O)c1cccc(NC(=O)CCCSc2ccccc2)c1	88	1	7	11	-13
22	Cc1cc(C)c(C2C(C#N)=C(N)Oc3n[nH]c(C)c32)cc1CN1CCCC1 (stereo not given)	102	0	-12	-2	10
23	O=C(CN1CCCC1)Nc1ccccc1Sc1ccccc1	102	-4	-1	4	-4
24	Cc1ccc(C2CC(c3cccc(Cl)c3)n3nc(N)nc3N2)cc1 (stereo not given)	103	1	/	-5	1

No.	CaV13 FRET inh	iPSC survival up	H9c2 protect	aDG glyco act	m5-HT2A agonist
17	-4	0.0	2	0.1	0
18	-5	-0.4	9	-0.1	-14
19	2	1.5	-1	0.9	4
20	-7	-0.3	-13	-0.1	2
21	-2	0.9	-3	-0.1	-6
22	-6	-2.8	-1	0.2	-6
23	-3	-0.6	-3	0.0	-2
24	-1	0.0	-3	0.0	-2

More structures follow.
No.	Structure	ABCB6 inh 2	Glyco luc inh	PDI turbidity	Granule exo inh	Vif inh
25	NS(=O)(=O)c1ccc(N=Nc2c(O)ccc3ccccc23)cc1	100	17	6	4	-14
26	N/C(Cc1cccs1)=N\OC(=O)COc1ccc(Br)cc1Cl	98	-3	-6	-1	-1
27	O=C(NCCO)/C(=C/c1ccc2c(c1)OCO2)NC(=O)c1ccc(Br)cc1	92	1	-1	4	-2
28	CN(c1cccc(NC(=O)CN(c2cccc(Cl)c2)S(=O)(=O)c2ccccc2)c1)S(C)(=O)=O	90	-3	-3	0	-4
29	COc1ccc(N2C(=O)/C(=C/c3cccnc3)NC2=S)cc1	92	2	3	-7	4
30	Cc1nc2cc(NS(=O)(=O)c3cccc4cccnc34)ccc2s1	104	-3	-16	-12	-3
31	CNc1nc(-c2c(C)n(C)c3ccc(OC)cc23)cs1	105	5	-5	-59	4
32	COc1ccc(Cl)cc1NC(=O)CSc1ncnc2c1oc1ccccc12	87	3	-4	2	8

No.	CaV13 FRET inh	iPSC survival up	H9c2 protect	aDG glyco act	m5-HT2A agonist
25	-21	-0.6	-3	-0.5	-1
26	0	0.3	-10	0.1	0
27	-5	0.0	0	-0.3	3
28	-18	2.4	-2	-0.1	-6
29	-2	4.2	4	-0.1	-5
30	-4	0.1	-8	0.5	-1
31	-2	0.1	2	3.0*	2
32	7	1.2	-5	0.6	-3

Continuation:
No.	Structure	ABCB6 inh 2	Glyco luc inh	PDI turbidity	Granule exo inh	Vif inh
33	CC[C@@H]1C(c2ccccc2)=NN(c2ccc(Br)cc2)[C@H]1C(=O)N1CCOC1=O	100	1	-1	-2	-3
34	Cc1cc(C)cc(-n2c3nc4ccccc4nc3c3c(=O)n(Cc4ccco4)cnc32)c1	99	4	19	-5	3
35	COc1ccc(CN2CC(=O)N(c3cc(Cl)ccc3C)C2=S)cc1OC	99	0	-72	-2	-1
36	Cc1ccc(CSc2ncnc3onc(C)c23)cc1	103	-3	8	-8	13
37	Cc1ccc(CNC(=O)c2ccc(N3CCC4(CC3)CC(c3cccc(Br)c3)=NO4)c(NC(=O)c3cccc(C)c3)c2)cc1	81	0	0	-2	0
38	COc1cccc(-n2c(SCC(=O)NCc3ccco3)nnc2-c2c[nH]c3ccccc23)c1	93	-3	/	-7	-6
39	CCCOc1ccc(C(=O)C(CN2CCCC2)c2ccccc2)cc1 (stereo not given)	87	-3	1	3	/
40	COc1cc(CNCCO)cc(Br)c1OCc1ccccc1Cl	97	-4	3	-2	5

No.	CaV13 FRET inh	iPSC survival up	H9c2 protect	aDG glyco act	m5-HT2A agonist
33	-7	-0.3	-12	0.2	-6
34	/	0.2	1	-0.3	0
35	-20	0.3	-4	0.3	-5
36	-5	0.7	-5	0.2	-2
37	-12	-2.0	-7	-0.3	-5
38	5	2.2	1	-0.1	0
39	-5	-3.1	-18	0.1	-5
40	-3	-3.2	-7	1.9	-4

(more compounds)
No.	Structure	ABCB6 inh 2	Glyco luc inh	PDI turbidity	Granule exo inh	Vif inh
41	COc1ccc(NC(C)=O)cc1S(=O)(=O)Nc1ccccc1C(=O)NCCc1ccccc1	93	-2	2	0	1
42	O=C1C=C(c2cccc(CO)c2)C[C@@H](c2ccc3c(c2)OCO3)C1	97	0	12	0	1
43	CC1CN(S(=O)(=O)c2cc(C(=O)N(CCc3ccccc3)Cc3ccccc3)ccc2Cl)CC(C)O1 (stereo not given)	94	-8	-1	19	-8
44	CCCCOc1ccc(C(=O)NCC(=O)NCCCn2nc(C)cc2C)cc1	93	2	-5	-2	-1
45	O=C(COC(=O)CCC(=O)c1cccs1)Nc1cc(S(=O)(=O)N2CCOCC2)ccc1Cl	95	1	0	-4	1
46	CN(C)c1ccc(N=Nc2ccccc2C(=O)OCC(=O)N(C)C2CCCCC2)cc1	106	0	-3	3	13
47	C=CCn1c(SCc2c(C)noc2C)nc2sc(C)c(C)c2c1=O	99	24	-4	7	-6
48	O=C(CCC(=O)OCc1ccc(Cl)cc1)Nc1cccc([N+](=O)[O-])c1	99	1	2	-1	7

No.	CaV13 FRET inh	iPSC survival up	H9c2 protect	aDG glyco act	m5-HT2A agonist
41	-4	1.2	7	-0.1	-11
42	-6	-0.2	2	0.0	-4
43	-2	0.5	7	0.3	3
44	-6	0.2	3	-0.1	8
45	-4	-1.8	-1	0.0	-1
46	-19	0.1	-2	-0.2	0
47	-8	1.8	-4	0.0	3
48	-3	2.5	-6	-0.3	0

Further entries.
No.	Structure	ABCB6 inh 2	Glyco luc inh	PDI turbidity	Granule exo inh	Vif inh
49	Nc1nc(-c2ccccc2)ns1	92	4	-14	-9	11
50	COc1ccc(S(=O)(=O)NCC2CCC(C(=O)O)CC2)cc1 (stereo not given)	99	1	-2	-14	6
51	CCc1ccc(C2CC(=O)NC(SCC(=O)OC(C)C)=C2C#N)cc1 (stereo not given)	101	-1	8	-5	3
52	COC(=O)C1=C(C)N(Cc2ccccc2)C(=NCc2ccccc2)N[C@H]1c1cccc(C(F)(F)F)c1	97	-23	5	-12	3
53	Cc1cc(C(=O)Cn2cnc3ccccc3c2=O)c(C)n1C1CC1	90	-1	19	-2	0

No.	CaV13 FRET inh	iPSC survival up	H9c2 protect	aDG glyco act	m5-HT2A agonist
49	-10	4.0	0	0.1	-2
50	-18	1.5	6	0.0	3
51	-5	1.1	0	-0.3	-6
52	/	-4.2	-12	1.1	5
53	-11	0.1	-3	0.1	2
